KCNH2 WT inh = KCNH2 (human, wildtype) channel inhibition; Q12809; U2OS, BacMam KCNH2, thallium flux FluxOr; active compounds read low; actives 0.37% (n = 340,000); activity change, % at 1.84 µM;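 active means maximum activity change below -70%; inconclusive means maximum activity change between -70% and -50%; inactive means maximum activity change above -50%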; further: on the % scale 0 is the no-effect control and ±100 the full control effect
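U2OS cells transduced with wild-type KCNH2 virus are loaded with FluxOr dye for 45 min, and thallium flux is measured in kinetic reads before and after stimulation buffer. Rate constants are normalized to DMSO controls.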
Coupling enz = inhibits coupling enzyme system, counter-screen for aldolase hits. coupling enzyme system counterscreen, AmpLite Red fluorescence. actives 0.67% (n = 290,000). activity change, negative = inhibition, % at 58.2 µM, hits read low; in the data active means activity change below about -30%; further: on the % scale 0 is the no-effect control and ±100 the full control effect
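Fluorescence at 525 nm excitation and 598 nm emission measured inhibition of the coupled detection system without aldolase. Compounds (at 57.5 uM final) were preincubated 10 min at room temperature with coupling enzyme reagent before a 20 min substrate/AmpLite Red step.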
KCNH2 3.1 block = inhibitors of human KCNH2 3.1 potassium channel isoform. U2OS KCNH2 3.1, thallium flux FluxOr; active compounds read low. activity change, % (tested at about 1.8 µM). actives 0.95% (n = 340,000). AID 720553;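 active means maximum activity change below -70%; inconclusive means maximum activity change from -70% to -50%; inactive means maximum activity change above -50%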;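 further: thallium influx rate constant from kinetic fluorescence after stimulation buffer; on the % scale 0 is the no-effect control and ±100 the full control effect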
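Channel expression came from 3.1 mutant virus (1.77 x 10^8 /mL) applied to suspended U2OS cells for 4 h. Flux was tracked with FluxOr dye plus Red40 quencher, and kinetic rate constants normalized to controls.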
ASM inhibitor = inhibitors of human secretory acid sphingomyelinase; Potency, µM (top dose mostly 57.5 µM), for inactives: top-dose activity change, negative = inhibition, most hits filed as inhibitors; AID 504937; actives 0.006% (n = 340,000); placental ASM, HMU-PC fluorogenic substrate, 60 min; further: potency means the concentration at half of the fitted maximal effect
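Human placenta-derived ASM enzyme was preincubated with compound for 10 minutes at room temperature, then given fluorogenic substrate HMU-PC0 (9 uM final) for 60 minutes at 37 °C; a pH 10 stop preceded fluorescence reading at Ex 386/Em 447 nm.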
MLL CXXC-DNA inh = inhibitors of human MLL CXXC domain-DNA interaction; Potency, µM (highest dose often 115 µM), without a hit: at the highest dose activity change, negative = inhibition, most hits filed as inhibitors; actives 0.037% (n = 290,000); AID 2662; MLL-CXXC / FITC-HOXA9 DNA fluorescence polarization; Q03164; active means well fitted inhibition curve with a large enough effect in the polarisation, with a control signal flat, not every such curve was filed as active; inconclusive means small, poorly fitted or top-dose-only effect, or effect the other way, or a change in a side signal; inactive means no such curve, though single readings can be large or run the other way; the % refers to the polarisation; further: potency means the concentration at half of the fitted maximal effect
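Purified MLL-CXXC (added from a 7 uM solution) was preincubated 5 min at ambient with pinned compounds in 50 mM Tris-HCl pH 7.5, 50 mM NaCl, 1 mM DTT, 0.05% BSA. Fluorescein-labeled HOX-A9 DNA (50 nM solution) followed, 30 min, then polarization read.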
A-T KAP1 phos = potential ataxia-telangiectasia treatments restoring KAP-1 phosphorylation. […] A-T fibroblasts, KAP-1 phosphorylation AlphaLISA; neocarzinostatin DNA damage 30 min before lysis. Potency, µM (series often up to 57.5 µM), for the others: top-dose activation, usual class: activators. actives 0.19% (n = 320,000); further: potency means the concentration at half of the fitted maximal effect; % of control where 0% means no effect; nearly all actives have a fitted effect of over 45% in size
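ATM-like activity read as KAP-1 phosphorylation via AlphaLISA donor/acceptor antibody pairs after lysis and 6 hr at 25C. Cells were ATM-null patient fibroblasts ([…], hTERT), dosed 60 min, then exposed to the DSB inducer NCS for 30 min.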
Integrin act MD = activates integrin-mediated alleviation for muscular dystrophy; AID 624291; Potency, µM (series often up to 38.3 µM), for the others: at the top dose activation, most hits filed as activators; alpha7betagal myoblasts, beta-gal FDG fluorescence, 48 h; actives 0.064% (n = 350,000);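 further: potency means the concentration at half of the fitted maximal effect; 100% = response of the positive control SU9516; nearly all actives have a fitted effect of over 60% in size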
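Alpha7betagal+/- myoblasts (passage 13) were plated 16-24 hr, then exposed to compounds (1:260 dilution of DMSO stock) for 48 hours at 37C. After MPER lysis, β-galactosidase reporter activity was read as FDG fluorescence (ex 480/em 540) after 30 minutes.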
MBNL1 CUG block = blocks human MBNL1 binding to CUG repeat RNA; Q9NR56; TR-FRET MBNL1-His/biotin-(CUG)12 binding, 665/545 ratio; Potency, µM (top dose mostly 57.5 µM), without a hit: at the top dose activity change, negative = inhibition, most hits filed as inhibitors; actives 0.036% (n = 280,000); AID 2675; active means well fitted inhibition curve with a large enough effect in the signal ratio, with a control signal flat, not every such curve was filed as active; inconclusive means small, poorly fitted or top-dose-only effect, or effect the other way, or a change in a side signal; inactive means no such curve, though single readings can be large or run the other way; the % refers to the signal ratio; further: potency means the concentration at half of the fitted maximal effect; on the % scale 0 is the no-effect control and ±100 the full control effect
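MBNL1-His + Biotin-(CUG)12, cpd titration 92 nM–58 uM; Tb anti-His Ab 0.055 ng/ul, SA-XL665 5 nM (final); 60 min RT; ratiometric 665/545 nm, Ex 340 nm; normalized to buffer and full-complex controls.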
GALK inhibitor = blocks human galactokinase activity; Potency, µM (top dose mostly 57.5 µM), without a hit: at the top dose activity change, negative = inhibition, usual class: inhibitors; P51570; Purified GALK, Kinase-Glo residual ATP luminescence; actives 0.007% (n = 270,000); further: potency means the concentration at half of the fitted maximal effect; on the % scale 0 is the no-effect control and ±100 the full control effect
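ATP-depletion format; final 35 uM ATP, 100 uM D-galactose, 5 nM enzyme; pH 8.0 HEPES/Mg2+ buffer; 60 min RT; luminescence read 10 min after detection reagent.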
TRPV1 agonist = agonists of human vanilloid receptor 1 (TRPV1). Q8NER1. TRPV1-expressing cells, Fluo-8 calcium influx, agonist mode. activation, % at 8.33 µM. actives 0.19% (n = 320,000); in the data active means activation above about 80%; inconclusive means between about 30% and that limit; further: 0% is about no effect
Target sequence (Q8NER1 whole entry, looked up): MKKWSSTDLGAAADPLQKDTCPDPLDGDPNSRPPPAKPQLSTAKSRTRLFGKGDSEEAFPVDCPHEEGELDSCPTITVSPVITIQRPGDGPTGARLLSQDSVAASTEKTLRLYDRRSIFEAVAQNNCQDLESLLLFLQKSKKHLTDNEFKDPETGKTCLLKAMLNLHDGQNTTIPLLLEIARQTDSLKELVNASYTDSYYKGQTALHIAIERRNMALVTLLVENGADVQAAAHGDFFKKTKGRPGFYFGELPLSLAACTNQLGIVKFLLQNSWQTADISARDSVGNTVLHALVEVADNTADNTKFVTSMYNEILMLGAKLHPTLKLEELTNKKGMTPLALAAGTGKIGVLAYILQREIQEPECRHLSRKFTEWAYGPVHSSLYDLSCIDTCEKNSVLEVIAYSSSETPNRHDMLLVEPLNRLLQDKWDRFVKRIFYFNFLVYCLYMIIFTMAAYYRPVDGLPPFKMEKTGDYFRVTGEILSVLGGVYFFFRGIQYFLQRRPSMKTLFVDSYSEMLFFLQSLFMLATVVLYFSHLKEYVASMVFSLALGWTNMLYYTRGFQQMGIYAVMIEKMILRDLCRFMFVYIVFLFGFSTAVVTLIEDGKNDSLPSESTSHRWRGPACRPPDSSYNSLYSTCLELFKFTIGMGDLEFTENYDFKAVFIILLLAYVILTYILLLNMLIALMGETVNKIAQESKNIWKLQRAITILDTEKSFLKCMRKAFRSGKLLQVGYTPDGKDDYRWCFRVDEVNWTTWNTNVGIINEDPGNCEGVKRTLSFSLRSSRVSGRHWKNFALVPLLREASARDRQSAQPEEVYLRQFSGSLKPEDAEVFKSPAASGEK
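Cells expressing TRPV1 were dye-loaded with Fluo-8 and read kinetically: 10 s baseline, 3 min after compound (agonist portion), then 2 min after EC20 capsaicin (allosteric enhancer portion). Calcium-bound dye fluorescence at 480/520 nm.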
* = called active by the depositor; ? = inconclusive; · = not tested or not shown; & = joins results of further samples; [ ] = remark or other dose. Unless noted, the call rests on the fitted dose curve; in most records, active means well fitted curve in the direction sought with a large enough effect; inconclusive means small, poorly fitted or top-dose-only effect, or another doubt; inactive means no such curve, though single readings can be large; an effect the other way counts as inactive or inconclusive.

SMILES,KCNH2 WT inh,Coupling enz,KCNH2 3.1 block,ASM inhibitor,MLL CXXC-DNA inh,A-T KAP1 phos,Integrin act MD,MBNL1 CUG block,GALK inhibitor,TRPV1 agonist
CN1/C(=C/C2CC(=O)N(c3cccc4ccccc34)C2=O)C(C)(C)c2ccccc21 (stereo not given),6,-2,3,2%,18%,-1%,-12%,10%,1%,2
COC(=O)C1=C(C)N(C)C(=S)N(C)C1c1ccc(OC)cc1 (stereo not given),0,5,-2,2%,-9%,5%,0%,-4%,13%,2
O=C(Nc1nnc(SCc2cccc3ccccc23)s1)C1COc2ccccc2O1 (stereo not given),0,14,4,-3%,6%,5%,11%,-10%,-4%,-3
C=CCN1CC2CC3(COc4cc(C)cc(C)c4)C=CC2(O3)C1=O (stereo not given),-11,0,21,-3%,-3%,1%,10%,2%,-1%,-1
CC(C)c1cc(C(=O)OCC(=O)NC(=O)NCc2ccco2)c(O)c(C(C)C)c1,-5,-6,-14,-18%,-1%,?,?,-1%,-3%,4
CCCn1c(SCC(=O)Nc2ccccc2-c2ccccc2)nnc1-c1ccoc1C,-5,2,8,3%,-1%,5%,-30%,4%,0%,4
C/C(CCc1ccc2c(c1)OCO2)=N\N=C(/N)SC1CC(=O)N(c2ccccc2F)C1=O (stereo not given),2,-8,14,-9%,-1%,15%,0%,0%,-2%,8
O=C(CC1CCCC1)N1CCN(S(=O)(=O)c2ccc(F)cc2)CC1,2,·,-4,3%,·,1%,-1%,·,·,?
CCOc1ccc(CNc2ccc(N3CCOCC3)c(C(=O)O)c2)cc1,0,-1,0,7%,-3%,-3%,-11%,-11%,-1%,-2
O=C(COC(=O)CSc1ccc(F)cc1)NC1CCCCCC1,-22,·,-14,6%,·,2%,17%,·,·,15
CCN(CC)c1ccc(NC(=S)NC(=O)Cc2ccccc2)cc1,0,1,-21,-2%,-1%,-3%,25%,·,1%,?
Cc1ccc(N=Cc2ccc(N(C)C)cc2)cc1C,28,1,5,0%,5%,-2%,14%,6%,-2%,0
O=c1[nH]n(-c2ccccc2)c(=O)c(Cl)c1Cl,-15,2,17,-3%,0%,0%,-21%[7.66 µM],15%,-1%,0
NC(=O)C1(S(=O)(=O)c2ccccc2)CCCCC1,16,1,-4,-1%,2%,1%,-1%,0%,12%,2
O=C(NCCN1Cc2ccccc2C1=O)c1cccs1,-1,-1,0,-1%,6%,2%,20%,-1%,-3%,-2
Cc1cc(C(C)(C)C)oc1C(=O)N(CC(=O)NC1CCCC1)c1c(C)cccc1C,7,-2,-7,-4%,-4%,-3%,-53%[inhibitor],?,0%,?
Cc1nn(C)c(C)c1NC(=O)CSc1nnc(C)n1-c1ccccc1,-7,-2,-10,6%,-8%,7%,13%,-7%,3%,-2
COc1ccc(CC(=O)Nc2cc(C)ccn2)cc1,-17,1,-1,2%,7%,8%,-21%[7.66 µM],-8%,1%,0
NC(=NCCc1ccccc1)NS(=O)(=O)c1ccc2ccccc2c1,1,5,-3,0%,-3%,9%,27%,-7%,-4%,-5
O=C(c1cc(C2CC2)nn1-c1ccccc1)N1CCN(Cc2c(F)cccc2Cl)CC1,-5,·,-9,-1%,·,5%,-21%,·,·,13

Some of these compounds in order of SMILES length, descending.
SMILES,KCNH2 WT inh,Coupling enz,KCNH2 3.1 block,ASM inhibitor,MLL CXXC-DNA inh,A-T KAP1 phos,Integrin act MD,MBNL1 CUG block,GALK inhibitor,TRPV1 agonist
C/C(CCc1ccc2c(c1)OCO2)=N\N=C(/N)SC1CC(=O)N(c2ccccc2F)C1=O (stereo not given),2,-8,14,-9%,-1%,15%,0%,0%,-2%,8
CN1/C(=C/C2CC(=O)N(c3cccc4ccccc34)C2=O)C(C)(C)c2ccccc21 (stereo not given),6,-2,3,2%,18%,-1%,-12%,10%,1%,2
Cc1cc(C(C)(C)C)oc1C(=O)N(CC(=O)NC1CCCC1)c1c(C)cccc1C,7,-2,-7,-4%,-4%,-3%,-53%[inhibitor],?,0%,?
CCCn1c(SCC(=O)Nc2ccccc2-c2ccccc2)nnc1-c1ccoc1C,-5,2,8,3%,-1%,5%,-30%,4%,0%,4
O=C(Nc1nnc(SCc2cccc3ccccc23)s1)C1COc2ccccc2O1 (stereo not given),0,14,4,-3%,6%,5%,11%,-10%,-4%,-3
O=C(CC1CCCC1)N1CCN(S(=O)(=O)c2ccc(F)cc2)CC1,2,·,-4,3%,·,1%,-1%,·,·,?
Cc1nn(C)c(C)c1NC(=O)CSc1nnc(C)n1-c1ccccc1,-7,-2,-10,6%,-8%,7%,13%,-7%,3%,-2
NC(=O)C1(S(=O)(=O)c2ccccc2)CCCCC1,16,1,-4,-1%,2%,1%,-1%,0%,12%,2
O=C(NCCN1Cc2ccccc2C1=O)c1cccs1,-1,-1,0,-1%,6%,2%,20%,-1%,-3%,-2

Following part:
SMILES,KCNH2 WT inh,Coupling enz,KCNH2 3.1 block,ASM inhibitor,MLL CXXC-DNA inh,A-T KAP1 phos,Integrin act MD,MBNL1 CUG block,GALK inhibitor,TRPV1 agonist
O=C(Nc1ccc(-c2nnc(-c3ccccc3)o2)cc1)C(F)(F)F,-13,2,11,5%,-4%,-1%,27%,-7%,3%,3
C=CCc1ccccc1OCC(O)CN1CCN(c2ccccc2OC)CC1 (stereo not given),24&46,-3,-41&-42,1%,-3%,9%,-34%&7%,-6%,1%,0
CCN(CC(=O)NCCC1=CCCCC1)S(=O)(=O)c1ccccc1,-5,1,6,3%,7%,11%,-22%,6%,-3%,16
CCN(CC)C(=O)c1cc(-c2ccc(Br)cc2)on1,4,1,15,1%,6%,12%,-14%,1%,2%,?
Cc1cccc(OCC(=O)Nc2ccc3c(c2)nc2n3CCOC2)c1,-12,0,-2,-3%,-4%,-1%,7%,-6%,-2%,-4
Cc1cc(=O)[nH]c(N2CCOCC2)n1,-4,0,-8,6%,-4%,0%,20%,0%,4%,2
CC(C)(C)OC(=O)C[C@H]1C/C=C\C[C@@H](CC(=O)NCCO)C(=O)NC[C@H](c2ccccc2)OC1=O,-1,·,-4,2%,·,8%,9%,·,·,·
COCCCn1c(SCC(=O)Nc2ccccc2)nnc1-c1ccncc1,-6,2,-1,0%,4%,-3%,-21%,-3%,1%,1
COc1ccc(N2C(=O)CC(NC3CC3)C2=O)cc1 (stereo not given),7,-1,1,1%,0%,-6%,-6%,6%,2%,-2
Cc1cccc(N2CCN(C(=O)CCc3nc4ccccc4c(=O)[nH]3)CC2)c1C,3,·,20,-4%,·,9%,1%,·,·,·
COc1ccccc1NC(=O)c1ccc([N+](=O)[O-])cc1[N+](=O)[O-],-1,-4,5,1%,-3%,1%,5%,?,0%,3
CC1(C)Cc2c(sc3nc4n(-c5ccccc5)c(=O)c(CCC(=O)O)nn4c(=O)c23)CO1,-21,4,0,5%,-19%,0%,-10%,4%,3%,-3
CCCCOc1ccc(/C=C/C(=O)Nc2ccc([N+](=O)[O-])cc2C)cc1,26,-1,18,0%,8%,-1%,8%,-1%,0%,5
NNC(=O)C1C(O)CCC2CN3CCc4c([nH]c5ccccc45)C3CC21 (stereo not given),-16,·,-16,6%,·,·,6%,·,·,·
COc1ccc(NS(=O)(=O)c2ccc(NC(=S)NC(=O)C(C)C)cc2)cc1,-3,-1,-8,-6%,8%,-3%,-17%,-5%,0%,0
O=C(c1ccc2c3c(cccc13)CC2)C1CCCN(C(=O)c2ccc(=O)[nH]c2)C1 (stereo not given),-5,-5,1,12%,4%,4%,-14%,12%,3%,5
Cc1ccccc1CNS(=O)(=O)c1ccccc1[N+](=O)[O-],-4,0,7,-4%,-1%,3%,-2%,?,-3%,1
Cc1ccccc1NC(=S)NCCc1ccc(S(N)(=O)=O)cc1,-12,1,-7,2%,8%,0%,0%,-15%,-2%,4
CCN(CC(=O)Nc1ccccc1C(F)(F)F)C(=O)COc1cccc2c1OC(C)(C)C2,-5,·,-1,6%,·,0%,2%,·,·,-2
COc1cc(CCC(=O)Oc2ccc(C(C)=O)cc2)cc(OC)c1OC,-9,-3,15,6%,?,0%,7%,?,-6%,8
